Source: PubChem (Sanford-Burnham Center for Chemical Genomics)
CXCR6 block: CXCR6 (human) receptor inhibition; CHO-K1 PathHunter CXCR6 beta-arrestin, luminescence; inhibition, % at 20 µM; O00574; 360,000 tested, 0.36% active; in the data active = inhibition above about 34%, passing the limit was not always enough;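 also: antagonist mode with CXCL16 agonist at 10 nM final; 0% = 10 nM CXCL16 with DMSO and 100% = unstimulated wells without agonist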
Jurkat NFkB inh: lowers PMA/ionomycin-induced NF-kB signal in Jurkat cells | PMA/ionomycin-induced NF-kB luciferase reporter, luminescence | 330,000 tested, 0.53% active | inhibition, % at 4 µM; in the data active = inhibition above about 50%
UPR XBP1 act: activators of adaptive arm of unfolded protein response (XBP1). CHO-XBP1 luciferase reporter, IRE1-XBP1 UPR activation, luminescence; percent of tunicamycin response, DMSO as zero. activation, % at 20 µM. 330,000 tested, 0.33% active;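 active = versus positive control, 20 µM dose yields 30% or more activation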;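 also: 100% = tunicamycin at 10 µg/mL and 0% = DMSO only wells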
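Assay system: IRE1-XBP1 luciferase reporter CHO line. Input: 1000 cells/well. Buffer or medium: F12 with 10% serum. Doses: 20 µM, 1% DMSO. Times: overnight seeding at 37 °C, 6 h compound treatment at 37 °C. Technique: Steady-Glo luciferase glow luminescence, 10 min after reagent addition.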
EBI2 block: EBI2 (human) antagonism. EBI2 beta-arrestin recruitment, luminescence, 7a,25-OHC stimulated. inhibition, % at 5 µM. 360,000 tested, 0.81% active. P32249. AID 651636; in the data active = inhibition above about 38%;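 also: enzyme fragment complementation signal reports receptor beta-arrestin coupling in cells; 0% = agonist plus DMSO wells and 100% = wells without agonist; some results beyond the cut were filed as inactive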
Target sequence (P32249 whole entry, looked up, the tested form may be a part): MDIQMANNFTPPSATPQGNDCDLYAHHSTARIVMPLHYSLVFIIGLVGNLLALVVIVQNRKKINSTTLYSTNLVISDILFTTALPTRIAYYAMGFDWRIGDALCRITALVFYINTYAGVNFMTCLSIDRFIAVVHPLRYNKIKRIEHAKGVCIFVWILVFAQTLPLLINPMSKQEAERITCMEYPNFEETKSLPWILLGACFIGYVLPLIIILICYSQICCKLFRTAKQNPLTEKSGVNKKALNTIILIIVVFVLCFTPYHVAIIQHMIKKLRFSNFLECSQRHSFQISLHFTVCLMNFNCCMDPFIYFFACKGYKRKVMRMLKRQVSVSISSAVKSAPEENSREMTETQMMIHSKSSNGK
697 NFkB inh: inhibitors of the PMA/ionomycin-induced NF-kB reporter in 697 B cells. inhibition, % at 4 µM. 330,000 tested, 0.33% active. AID 435022. 697 B-cell NF-kB luciferase reporter, 16 h; in the data active = inhibition above about 35%
Mdm2 MdmX PPI: disrupts the human Mdm2-MdmX interaction. SaOS-2 split-luciferase Mdm2/MdmX complementation, luminescence. AID 485346. inhibition, % at 8 µM. 330,000 tested, 3% active. O15151+Q00987;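 active = inhibition of at least 50% at 8 µM in the primary screen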
CCR6 antag: antagonists of human CCR6 receptor | CHO-K1 CCR6 PathHunter beta-arrestin, luminescence, CCL20-stimulated | inhibition, % at 20 µM | 340,000 tested, 0.49% active;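 active = compounds whose inhibition of the agonist-driven luminescence signal at 20 µM reaches about 50%, limit read from the data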;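 also: cells stimulated with CCL20 at 14 nM final; plate controls were DMSO with CCL20 for no effect and DMSO without agonist for full effect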
Target sequence (P51684 whole entry, looked up): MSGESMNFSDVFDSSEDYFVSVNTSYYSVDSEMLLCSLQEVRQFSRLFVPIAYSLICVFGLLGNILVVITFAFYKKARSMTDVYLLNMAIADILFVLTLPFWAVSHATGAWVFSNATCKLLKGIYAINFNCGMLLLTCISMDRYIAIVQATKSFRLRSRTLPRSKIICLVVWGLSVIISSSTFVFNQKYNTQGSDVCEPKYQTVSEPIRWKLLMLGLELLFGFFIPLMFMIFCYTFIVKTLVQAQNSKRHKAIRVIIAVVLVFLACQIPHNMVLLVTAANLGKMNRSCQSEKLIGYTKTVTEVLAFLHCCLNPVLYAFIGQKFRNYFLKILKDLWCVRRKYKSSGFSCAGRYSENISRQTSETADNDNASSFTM
UPR CHOP act: activators of apoptotic arm of unfolded protein response (CHOP); CHO-CHOP luciferase reporter, UPR activation, luminescence; percent of tunicamycin response over DMSO baseline; activation, % at 10 µM; 330,000 tested, 0.34% active; AID 449763;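 active = at 10 µM dose, activation of 40% or more, normalized to positive control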;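 also: 100% = tunicamycin at 10 µg/mL and 0% = DMSO alone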
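Evaluation: % reporter activation, DMSO baseline versus tunicamycin full activation; System: CHO-CHOP luciferase reporter cell line; Input: 500 cells/well; Incubation: 6 h compound treatment, 37 °C; Measured by: Steady-Glo luciferase luminescence; Dosing: one dose, 10 µM in 0.5% DMSO; Buffer or medium: F12 medium, 10% FBS; Benchmarks: positive tunicamycin 10 µg/mL, negative DMSO alone.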
Gli-Sufu block: Gli-Sufu pathway antagonism. Sufu-KO-LIGHT fibroblasts, Gli luciferase reporter luminescence. inhibition, % at 5 µM. 340,000 tested, 0.74% active;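 active = inhibition above about 55%, limit read from the data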;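 also: 0% = DMSO-treated cells and 100% = wells with medium but no cells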
Numbers without * were called inactive; / = no result given. Outcome played no part in choosing rows (roughly 5% active in at least one column).

molecule | CXCR6 block | Jurkat NFkB inh | UPR XBP1 act | EBI2 block | 697 NFkB inh | Mdm2 MdmX PPI | CCR6 antag | UPR CHOP act | Gli-Sufu block
CCCCOc1ccc(C(=O)N=c2sccn2C)cc1OC | -2 | -62 | 0 | -23 | -62 | -31 | -5 | 3.4 | -67
CCOC(=O)N1CCN(C(c2ccc(C(C)C)cc2)c2sc3nc(C)nn3c2O)CC1 (stereo unspecified) | -1 | 8 | 0 | 1 | -1 | 3 | -1 | 0.1 | -5
O=C(O)CC12CC3CC(C1)CC(n1ncc(NCc4ccc(F)cc4Cl)c(Cl)c1=O)(C3)C2 | 4 | 3 | -3 | -1 | 6 | 17 | 10 | -0.9 | -6
CN(C)C(=O)/C(=C/c1cn(-c2ccccc2)nc1-c1cccc([N+](=O)[O-])c1)NC(=O)c1ccccc1 | 4 | -7 | 0 | -5 | 12 | 8 | -14 | 1.3 | -1
S=c1[nH]nc(CSCCOc2ccccc2)o1 | -1 | 4 | 9 | -2 | -9 | -2 | 11 | 1.4 | 8
COc1cc(NC(=O)COC(=O)Cn2cnc3c2c(=O)n(C)c(=O)n3C)cc(OC)c1 | -11 | 5 | -3 | 1 | 7 | 8 | 4 | -1.5 | -4
C/C(=N/N=C/c1ccccc1O)c1ccccc1O | -1 | -144 | 0 | 1 | -231 | -239 | 1 | 5.8 | -1
O=C(CO)N/N=C/c1cccc(Cl)c1Cl | -4 | 11 | 1 | -4 | 4 | -4 | 0 | 2.4 | 3
CCc1nc(SCC(=O)NCCc2ccccc2)c2oc3ccccc3c2n1 | -1 | 7 | -3 | 11 | 7 | -3 | 6 | -0.7 | 6
O=C(c1[nH]ncc1-c1ccc(Cl)cc1)C1CO1 (stereo unspecified) | -2 | 11 | 0 | 7 | -35 | 78* | 2 | 9.2 | -5
CCCOc1ccc(C(=O)CCC(=O)NNC(=O)c2ccncc2)cc1 | -1 | 8 | 9 | -7 | 7 | 26 | -17 | 2.2 | -7
CC(=O)c1ccc(S(=O)(=O)NCCC(=O)OC(C)C(=O)Nc2ccc(F)cc2)cc1 (stereo unspecified) | 1 | 17 | -2 | 0 | 14 | 26 | 9 | 0.8 | 1
Cc1[nH]c2ccc(C(=O)NCCCN(C)C3CCCCC3)cc2c1C | 6 | 11 | -4 | 8 | -32 | 2 | 6 | -1.2 | 18
Cc1cc(C)c(NC(=O)COC(=O)c2cccc3c2C(=O)c2ccccc2C3=O)c(C)c1 | -1 | -4 | 2 | 15 | 5 | 47 | 15 | 0.3 | -12
Cc1ccc(N=C2C(=O)Nc3c(C)cccc32)cc1 | 18 | -3 | -6 | 11 | 10 | 23 | 58* | -2.0 | -5
COc1cc(OC)cc(C(=O)N(Cc2ccco2)c2c(N)n(Cc3ccccc3)c(=O)[nH]c2=O)c1 | 3 | / | / | -7 | / | / | 8 | / | 5
COc1ccc(N2CCN(C(=O)CCS(=O)(=O)c3ccc4c(c3)CCN4C(=O)C3CC3)CC2)cc1 | -4 | -10 | -2 | -5 | -59 | 4 | 4 | 0.6 | -6
Cc1ccc(-n2nnc3c(=O)n(CC(=O)N4CCOCC4)cnc32)cc1 | 7 | 14 | 2 | -9 | 4 | -1 | 7 | 1.4 | -1
Clc1ccc2c(c1)C(N1CCNCC1)=Nc1ccccc1O2 | 3 | 20 | -6 | 2 | 6 | 17 | 7 | 0.3 | 6
Cc1cccc(-n2c(N)cc(=O)[nH]c2=S)c1C | -3 | -10 | 1 | 0 | 0 | -11 | 3 | -1.2 | -1
CC(C)Oc1ccc(C(=O)Nc2ccc(N(C)C)cc2)cc1 | -10 | -58 | -3 | 29 | 45* | -108 | 9 | 2.1 | 23
COc1cccc(OC)c1C(=O)Nc1cccc(-c2nc3ccccc3[nH]2)c1 | -4 | -7 | 0 | 16 | 4 | 13 | -6 | 5.0 | -26
O=C(Nc1ccc(OC(F)(F)F)cc1)C1CCCCN1S(=O)(=O)c1ccccc1 (stereo unspecified) | -9 | 8 | -3 | -2 | -32 | -9 | 20 | 1.5 | 5
COc1cc(OC)cc(C(=O)NC(=S)N2CCCCC2c2cccnc2)c1 (stereo unspecified) | -4 | 6 | -3 | 3 | 15 | 3 | -1 | -2.0 | 7

For convenience, part of the list above:
molecule | CXCR6 block | Jurkat NFkB inh | UPR XBP1 act | EBI2 block | 697 NFkB inh | Mdm2 MdmX PPI | CCR6 antag | UPR CHOP act | Gli-Sufu block
Cc1[nH]c2ccc(C(=O)NCCCN(C)C3CCCCC3)cc2c1C | 6 | 11 | -4 | 8 | -32 | 2 | 6 | -1.2 | 18
Cc1cc(C)c(NC(=O)COC(=O)c2cccc3c2C(=O)c2ccccc2C3=O)c(C)c1 | -1 | -4 | 2 | 15 | 5 | 47 | 15 | 0.3 | -12

(further entries)
molecule | CXCR6 block | Jurkat NFkB inh | UPR XBP1 act | EBI2 block | 697 NFkB inh | Mdm2 MdmX PPI | CCR6 antag | UPR CHOP act | Gli-Sufu block
COc1cc(/C=C/C(=O)N2CCC=CC2=O)cc(OC)c1OC | 13 | 41 | -10 | 24 | -16 | 100* | 4 | 11 | -2
CN1CCc2c(sc(NC(=O)C3CCCN3S(=O)(=O)c3ccc(Cl)s3)c2C(N)=O)C1 (stereo unspecified) | 0 | 6 | -2 | 3 | 9 | 4 | 11 | 0.2 | 2
COc1ccc(NC(=O)Cn2c(CCC(=O)O)ccc2-c2ccccc2)cc1 | 1 | 6 | -4 | 3 | 15 | 24 | 3 | 0.5 | -13
CC(=O)c1ccc(OCC(=O)OCC(=O)NCc2ccco2)cc1 | -7 | 1 | -1 | 3 | 20 | 24 | 17 | -0.3 | 1
Cn1c2c(c(=O)n(C)c1=O)CN(CCc1ccccc1)CN2 | 10 | -2 | -1 | -3 | 5 | -2 | -1 | -0.8 | 29
CCCC(=O)N=c1sc2c(OC)ccc(OC)c2n1C | -1 | 4 | 0 | -1 | 9 | 32 | 1 | 0.4 | 6
CCNC(=S)NNC(=O)c1c(Cl)c(C)nn1C | 5 | -3 | -1 | -5 | 3 | -8 | 8 | -0.1 | -11
COc1cccc2c1C(=O)O/C2=C/c1ccc2c(c1)OCO2 | 7 | -63 | -10 | 13 | -342 | 6 | / | 1.1 | /
CC(C)OC(=O)CC(=O)CSc1nc2c(cc1C#N)CCC2 | -1 | -12 | -1 | -1 | -2 | -26 | -2 | 0.7 | 0
Cc1cc(NC(c2cccnc2)c2c(C)[nH]c3ccccc23)no1 (stereo unspecified) | 8 | 20 | 2 | 10 | -6 | -6 | 7 | -1.5 | -3
Cc1onc(C(=O)NN)c1-c1csc(COc2ccc(Cl)cc2)n1 | -2 | -18 | -1 | 2 | -33 | 7 | 0 | 2.0 | 5
Cn1cnc2c(NCc3ccco3)ncnc21 | 6 | 0 | -2 | -9 | -10 | 4 | 10 | 0.1 | -8
Cc1ccc(OCc2cc(C(=O)NCCc3cccnc3)no2)cc1C | -8 | -7 | -4 | 2 | -21 | -10 | 7 | 2.3 | 15
O=C(O)c1cccc(Nc2ccc([N+](=O)[O-])c3nonc23)c1 | 36 | -18 | -9 | 9 | 6 | 25 | 58* | 0.3 | -4
Nc1nc2c(ncn2CCC(CO)CO)c(=O)[nH]1 | / | 4 | -8 | / | 8 | 3 | / | -2.0 | /
CCOc1cc(C2c3c(oc4ccccc4c3=O)C(=O)N2c2nccs2)ccc1O (stereo unspecified) | -7 | -1 | 3 | -5 | 6 | -12 | 6 | -1.2 | 1
Cc1ccccc1N(C(=O)c1csnn1)C(C(=O)NC1CCCCC1)c1ccncc1 (stereo unspecified) | -5 | -13 | -2 | 8 | -6 | 15 | 9 | -1.5 | -13
CCOC(=O)N1CCN(c2cc(N3CCOCC3)c(F)cc2[N+](=O)[O-])CC1 | 9 | -7 | -3 | 7 | -11 | -11 | 18 | -0.2 | 3
CC(C)C[C@@H]1NC(=O)[C@H](C(C)C)NC(=O)c2cc([N+](=O)[O-])cc(I)c2NCC[C@@H](C(N)=O)NC1=O | / | 9 | 0 | / | 9 | -20 | 4 | 1.2 | -2
O=C(CCCN1C(=O)c2ccccc2C1=O)NCCC1=CCCCC1 | 2 | 7 | -2 | -3 | 11 | 5 | -1 | -1.1 | 4
Cc1noc(C)c1CSCC(=O)Nc1nc2ccc(F)cc2s1 | -7 | -13 | 1 | -2 | -17 | 7 | 19 | 0.7 | -8
Fc1ccc(-n2c(-c3ccc4ccccc4n3)n[nH]c2=S)cc1 | 4 | -8 | -1 | -5 | -6 | 18 | -1 | 3.9 | 5
O=C(NNC1=Nc2ccccc2SC1)c1ccccc1F | -4 | 5 | 3 | 0 | -54 | 7 | 13 | 0.3 | -18
O=C(CN1C(=O)NC2(CCCCCC2)C1=O)NC1CCCCCCC1 | 9 | 5 | 1 | -17 | 24 | 11 | -16 | -2.1 | -10
Cc1ccc(C(=O)NCC(=O)OCC(=O)c2ccc(Br)s2)cc1 | 13 | 0 | 1 | -12 | 7 | -3 | 18 | 1.1 | -11
O=C(NCC1CC1)c1ccc2c(c1)S(=O)(=O)c1cc(Cl)ccc1C2=O | -7 | -17 | 5 | -28 | 10 | -5 | -8 | 1.5 | 7
Cc1ccc(N2C(N)=C(C#N)C(c3cc(CN4CCOCC4)cs3)C3=C2CC(C)(C)CC3=O)cc1 (stereo unspecified) | 0 | 4 | -3 | 2 | 16 | -53 | -8 | -0.2 | 7
CCc1cc(OCCCCNCc2ccccc2)ccc1Cl | -11 | 9 | -1 | -15 | -29 | 0 | 9 | -0.4 | 20

A few values from the entries so far.
In Jurkat NFkB inh, `Cn1cnc2c(NCc3ccco3)ncnc21` reads 0
In Gli-Sufu block, `COc1cc(OC)cc(C(=O)N(Cc2ccco2)c2c(N)n(Cc3ccccc3)c(=O)[nH]c2=O)c1` reads 5

Compound profiles, from the list above:
CCc1cc(OCCCCNCc2ccccc2)ccc1Cl as listed: CXCR6 block = -11; Jurkat NFkB inh = 9; UPR XBP1 act = -1; EBI2 block = -15; 697 NFkB inh = -29; Mdm2 MdmX PPI = 0; CCR6 antag = 9; UPR CHOP act = -0.4; Gli-Sufu block = 20
O=C(NCC1CC1)c1ccc2c(c1)S(=O)(=O)c1cc(Cl)ccc1C2=O as listed: CXCR6 block = -7; Jurkat NFkB inh = -17; UPR XBP1 act = 5; EBI2 block = -28; 697 NFkB inh = 10; Mdm2 MdmX PPI = -5; CCR6 antag = -8; UPR CHOP act = 1.5; Gli-Sufu block = 7
